Bioassay records (PubChem)
SMN2 splice enh = increases expression of the SMN2 splice variant | Potency, µM (doses to about 46.1 µM), without a hit: at the highest dose activity change, positive = activation, most hits filed as activators | HEK293 SMN2-luciferase splicing reporter, luminescence, 30-36 h | AID 1458 | 210,000 tested, 2.8% active; also: % of control where 0% means no effect; nearly all actives have a fitted effect of over 55% in size
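qHTS luciferase splicing reporter: luminescence rises when SMN2 exon 7 is included in transfected HEK293 cells. Compound exposure lasted 30-36 h at 37C, with 4.5 mM final sodium butyrate as control, followed by a ONE-Glo read.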
TRb-SRC2 inh = inhibitors of human thyroid hormone receptor beta-SRC2 interaction; P10828; TRbeta-SRC2 peptide binding, fluorescence polarization; receptor liganded with 1 µM T3; Potency, µM (doses to about 106 µM), inactives show at the highest dose activity change, negative = inhibition, hits mostly inhibitors; 280,000 tested, 0.065% active; AID 1469;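 also: plate controls were bound peptide for no effect and peptide without receptor for full effect; nearly all actives have a fitted effect of over 50% in size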
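Human TRb LBD (0.6 uM) plus Texas Red-labeled SRC2 peptide (20 nM), 1uM T3, 5% DMSO, 5 hr at ambient temperature. Decreased polarization (555/632 nm) flags inhibition; data normalized to free and bound peptide controls.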
GoLoco inh red = RGS12 GoLoco-Gai1 interaction inhibition | P63096 | 230,000 tested, 0.44% active | Potency, µM (series often up to 61.6 µM), inactives show top-dose activity, negative = inhibition, usual class: inhibitors | Gai1:RGS12 GoLoco peptide FP, rhodamine, 10 min; active = well fitted inhibition curve with a large enough effect, not every such curve was filed as active; inactive = no such curve, though single readings can be large or run the other way; also: % is scaled to controls: 0 for no effect and ±100 for the full control effect; nearly all actives have a fitted effect of over 30% in size; many of its hits are not listed in these tables
TR SRC2 fluor cs = alters Texas Red total fluorescence, flagging assay interference. TRb/SRC2 Texas Red total fluorescence interference. Potency, µM (doses to about 106 µM), for inactives: at the highest dose fluorescence change, negative = quenching. 280,000 tested, 0.29% active. AID 1479; active = well fitted curve in either direction with a large enough effect; inconclusive = small, poorly fitted or top-dose-only effect; also: % is scaled to controls: 0 for no effect and ±100 for the full control effect
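Human TRb ligand-binding domain at 0.6 uM with 20 nM Texas Red SRC2 peptide in Tris buffer containing 1 uM T3 and 5% DMSO, incubated with compound 5 h at ambient temperature. Total fluorescence (555/632 nm) calculated as parallel + 2 × perpendicular.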
Lamin A splicing = changes lamin A minigene splicing in HeLa cells. HeLa LMNA splicing GFP/RFP minigene ratio, 48 h. Potency, µM (series often up to 46.1 µM), inactives show at the highest dose ratio change, negative = inhibition, usual class: inhibitors. 200,000 tested, 0.01% active. AID 1487; active = well fitted inhibition curve with a large enough effect in the signal ratio, with a control signal flat, not every such curve was filed as active; inconclusive = small, poorly fitted or top-dose-only effect, or effect the other way, or a change in a side signal; the % refers to the signal ratio; also: % is scaled to controls: 0 for no effect and ±100 for the full control effect
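S3 HeLa cells stably expressing lamin A-EGFP splicing minigene plus DsRed2, 600 cells/well, 48 h compound exposure at 37C. Laser-scanning cytometry; analysed as GFP (500-530 nm)/RFP (575-640 nm) total intensity ratio; 0.5% DMSO vehicle.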
ALDH1A1 block = blocks purified human ALDH1A1 activity; P00352; Purified ALDH1A1, NADH fluorescence, propionaldehyde substrate; Potency, µM (series often up to 75.3 µM), for inactives: at the top dose activity, negative = inhibition, actives largely listed as inhibitors; 220,000 tested, 7.3% active; AID 1030; active = well fitted inhibition curve with a large enough effect, not every such curve was filed as active; inconclusive = small, poorly fitted or top-dose-only effect, or another doubt; inactive = no such curve, though single readings can be large or run the other way;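 also: plate controls were no enzyme wells and a reference inhibitor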
RECQ1 helicase = RECQ1 (human) helicase inhibition. RECQ1 DNA unwinding, red fluorescence kinetic read. 240,000 tested, 0.54% active. Potency, µM (highest dose often 57.3 µM), for the others: at the top dose activity, negative = inhibition, most hits filed as inhibitors;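 also: plate controls were vehicle for no effect and no enzyme for full effect; nearly all actives have a fitted effect of over 30% in size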
Target sequence (P46063 whole entry, looked up): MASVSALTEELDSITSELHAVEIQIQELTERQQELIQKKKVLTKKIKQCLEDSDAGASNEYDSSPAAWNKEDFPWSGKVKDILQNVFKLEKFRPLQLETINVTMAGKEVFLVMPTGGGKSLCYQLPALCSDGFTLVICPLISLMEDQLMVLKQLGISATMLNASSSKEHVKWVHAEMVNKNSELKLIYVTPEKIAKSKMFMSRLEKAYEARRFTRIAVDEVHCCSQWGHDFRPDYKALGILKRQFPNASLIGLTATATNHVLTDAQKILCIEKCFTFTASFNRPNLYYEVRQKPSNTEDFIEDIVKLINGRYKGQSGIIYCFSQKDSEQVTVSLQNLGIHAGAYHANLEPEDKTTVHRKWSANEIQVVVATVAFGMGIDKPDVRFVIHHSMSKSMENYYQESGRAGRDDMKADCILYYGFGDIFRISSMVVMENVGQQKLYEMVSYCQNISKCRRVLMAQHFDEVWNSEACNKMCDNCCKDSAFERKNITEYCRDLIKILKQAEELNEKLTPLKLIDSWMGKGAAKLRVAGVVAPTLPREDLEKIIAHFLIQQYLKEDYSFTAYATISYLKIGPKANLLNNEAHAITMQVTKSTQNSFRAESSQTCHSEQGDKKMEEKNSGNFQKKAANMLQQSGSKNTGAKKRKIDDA
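RECQ1T1 50 nM; forked duplex (20 bp + 30-nt ss tails) 200 nM, ATP 2 mM final; pH 8.0, 2 mM MgCl2, 2.5 ug/ml poly(dI-dC); 15 min compound preincubation; discontinuous kinetic read over 2 h at RT.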
KDM4E inh = JMJD2E (human) inhibition; JMJD2E catalytic domain, FDH-coupled NADH fluorescence (FDH is formaldehyde dehydrogenase); 230,000 tested, 1.6% active; Potency, µM (highest dose often 57.1 µM), for the others: at the top dose activity change, negative = inhibition, usual class: inhibitors; active = well fitted inhibition curve with a large enough effect, not every such curve was filed as active; inconclusive = small, poorly fitted or top-dose-only effect, or another doubt; inactive = no such curve, though single readings can be large or run the other way;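 also: 0% = wells with enzyme and -100% = buffer wells without enzyme; nearly all actives have a fitted effect of over 50% in size; many of its hits are not listed in these tables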
Target sequence (B2RXH2 1-337 limits assumed): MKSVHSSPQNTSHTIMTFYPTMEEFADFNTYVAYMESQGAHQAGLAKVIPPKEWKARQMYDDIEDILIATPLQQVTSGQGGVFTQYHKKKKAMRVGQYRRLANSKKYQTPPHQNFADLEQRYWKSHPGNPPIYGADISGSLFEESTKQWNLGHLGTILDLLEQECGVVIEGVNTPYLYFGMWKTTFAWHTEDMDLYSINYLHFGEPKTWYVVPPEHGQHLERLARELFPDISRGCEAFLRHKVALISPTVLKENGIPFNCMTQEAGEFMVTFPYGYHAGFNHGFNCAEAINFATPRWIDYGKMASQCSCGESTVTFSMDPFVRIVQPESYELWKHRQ
The depositor's hits bear a star; i = inactive; ? = inconclusive; . = not tested or not shown; [ ] = dose if it differs, or a comment. Unless noted, calls follow the shape of the dose curve; as a rule, active = well fitted curve in the direction sought with a large enough effect; inconclusive = small, poorly fitted or top-dose-only effect, or another doubt; inactive = no such curve, though single readings can be large; an effect the other way counts as inactive or inconclusive. Potency is read from the fitted curve at half-maximal effect.

| Molecule | SMN2 splice enh | TRb-SRC2 inh | GoLoco inh red | TR SRC2 fluor cs | Lamin A splicing | ALDH1A1 block | RECQ1 helicase | KDM4E inh |
| --- | --- | --- | --- | --- | --- | --- | --- | --- |
| C/C=C/C=C/C(=O)[C@@H]1[C@@H]([C@]2(C)OC(=O)C(C)=C2O)[C@H]2/C(=C(O)/C=C/C=C/C)C(=O)[C@]1(C)C(=O)C2(C)O (stereo not given in full) | . | 5.3% | -8.8% | -1.7% | . | . | -13.4% | ? |
| CS(=O)(=O)Nc1cccc(C2=NN(S(=O)(=O)c3ccccc3)C(c3cccs3)C2)c1 (stereo not given) | -18.2% | 0.3% | -7.9% | -7.3% | -5.8% | 0.7% | -9.9% | -6.5% |
| Cc1cc(C)n(CC(=O)n2c3ccccc3c3ccccc32)n1 | -13.5% | -2.5% | 1.3% | 0.2% | ? | 7.9% | i | -6.3% |
| COC(=O)c1cc(=O)n(C2CC2)c(=NC2CC2)s1 | -10.7% | -3.9% | 2.7% | -3.4% | -9.5% | ? | i | -1.0% |
| CC1CCCCN1c1nc2nonc2nc1N1CCCCC1C (stereo not given) | -36.3%[inhibitor] | -5.1% | 1.7% | -7.5% | 12.1% | 2.24µM* | -4.9% | 4.4% |
| CCCCNC(=O)c1ccc(CS(=O)(=O)c2ccc(OC)cc2)o1 | -5.2% | -2.9% | -11.2% | -6.4% | 3.3% | -4.5% | -15.7% | 7.0% |
| CCOC(=O)/C(C#N)=C/Nc1cc(F)ccc1C | . | -5.3% | 5.9% | -5.5% | . | . | -1.9% | -0.2% |
| CC1CCCCN1S(=O)(=O)c1ccccc1[N+](=O)[O-] (stereo not given) | -12.8% | 6.6% | 2.0% | -0.3% | -3.3% | -10.4% | -5.9% | -0.3% |
| COc1ccc(NC(=O)Nc2ccc(OC)c(OC)c2)c([N+](=O)[O-])c1 | -9.9% | 1.6% | 5.4% | ? | 0.3% | 5.9% | -4.4% | -0.7% |
| O=C(O)CCn1cc(/C=C2\SC(=S)NC2=O)c(-c2ccccc2)n1 | 1.6% | -8.9% | 12.1% | -9.0% | -13.5%[46 µM] | 6.2% | 23.8% | -1.0% |
| CCCCSc1nnc([C@@H]2CCCN2C(=O)OC(C)(C)C)o1 | . | -21.9% | . | -0.1% | -5.1% | ? | i | 2.1% |
| O=C(O)CCC(=O)Nc1ccc(OCC(=O)O)cc1 | 13.4% | -16.8% | 3.3% | -2.0% | 12.8% | 6.8% | -3.6% | 6.2% |

Compound profiles, from the list above. Order of screens: SMN2 splice enh | TRb-SRC2 inh | GoLoco inh red | TR SRC2 fluor cs | Lamin A splicing | ALDH1A1 block | RECQ1 helicase | KDM4E inh
CS(=O)(=O)Nc1cccc(C2=NN(S(=O)(=O)c3ccccc3)C(c3cccs3)C2)c1 (stereo not given) is listed with -18.2% | 0.3% | -7.9% | -7.3% | -5.8% | 0.7% | -9.9% | -6.5%
COC(=O)c1cc(=O)n(C2CC2)c(=NC2CC2)s1 is listed with -10.7% | -3.9% | 2.7% | -3.4% | -9.5% | ? | i | -1.0%
COc1ccc(NC(=O)Nc2ccc(OC)c(OC)c2)c([N+](=O)[O-])c1 is listed with -9.9% | 1.6% | 5.4% | ? | 0.3% | 5.9% | -4.4% | -0.7%
CC1CCCCN1c1nc2nonc2nc1N1CCCCC1C (stereo not given) is listed with -36.3%[inhibitor] | -5.1% | 1.7% | -7.5% | 12.1% | 2.24µM* | -4.9% | 4.4%

Further compounds.
| Molecule | SMN2 splice enh | TRb-SRC2 inh | GoLoco inh red | TR SRC2 fluor cs | Lamin A splicing | ALDH1A1 block | RECQ1 helicase | KDM4E inh |
| --- | --- | --- | --- | --- | --- | --- | --- | --- |
| COC(=O)[C@@]1(Cc2ccc(OC)cc2)[C@H]2c3cc(C(=O)N4CCCC4)n(Cc4ccc(OC(F)(F)F)cc4)c3C[C@H]2CN1C(=O)c1ccccc1 | -35.6%[inhibitor] | 7.0% | 9.0% | -1.3% | . | ? | i | -30.0% |
| COc1ccc(CCN=C(N)NS(=O)(=O)c2ccc(C)cc2)cc1 | . | 1.0% | . | -2.8% | -4.7% | ? | -9.8% | -0.7% |
| O=C(CCc1nc2ccccc2[nH]1)Nc1ccccc1 | 28.3% | 7.1% | 9.8% | 1.6% | -7.7% | 14.5% | -4.0% | 6.9% |
| C=CCOc1ccc(C(=O)CC)cc1OC | 13.6% | -1.7% | 10.1% | -4.7% | 2.4% | 5.9% | -32.5% | ? |
| Cc1ccc(C(=O)CC2(O)C(=O)Nc3ccccc32)s1 (stereo not given) | 20.7% | 15.0% | -5.2% | 2.8% | 0.5% | -3.0% | -6.1% | -0.7% |
| O=C1c2ccccc2NC2CCCCC12 (stereo not given) | -21.5% | -3.6% | 5.4% | 1.2% | ? | 5.4% | i | -4.4% |
| O=C(Cn1c(-c2ccccc2)noc1=O)Nc1ccc(N2CCCCCC2)cc1 | -18.7% | -19.9% | -18.8% | -4.3% | -12.8% | ? | -8.6% | -8.7% |
| Cc1cc(NC(=O)c2cccc(S(=O)(=O)N3CCOCC3)c2)c2ccccc2n1 | -43.9%[inhibitor] | -3.9% | -1.2% | -3.2% | ? | 7.1% | i | 0.0% |
| COc1ccc2cc(CCNC(=O)c3ccc(Br)o3)c(=O)[nH]c2c1 | -6.5% | -2.1% | 8.5% | -3.5% | -2.3% | ? | -0.3% | -23.9% |
| COC(=O)c1ccc(OC(=O)c2ccco2)cc1 | 1.0% | -7.4% | 1.1% | 1.9% | -0.5% | 11.6% | i | 6.6% |
| COc1cc(C2NC(=O)NC(C)=C2C(=O)OC(C)(C)C)ccc1OCC(=O)O (stereo not given) | 12.6% | -3.8% | -4.4% | 0.8% | 0.7% | 3.5% | i | 1.7% |
| CCn1nnc(NC(=O)c2cc3ccccc3o2)n1 | 31.6µM* | -10.5% | -1.9% | -1.2% | -5.0% | 3.4% | i | -3.0% |
| COc1ccccc1OCCn1c(C(C)O)nc2ccccc21 (stereo not given) | -18.1% | 3.0% | 5.9% | -0.7% | ? | 5.3% | -1.8% | -0.5% |
| Clc1ccc(CSc2nnc(-c3ccncc3)o2)cc1 | -24.8% | -5.1% | 6.7% | 1.0% | ? | 3.0% | i | -1.4% |
| CN1CCCN(C(=O)c2cc(-c3ccc(Cl)c(Cl)c3Cl)nc3ccccc23)CC1 | -6.8% | -1.3% | -4.4% | -3.5% | . | 6.2% | -2.5% | 7.3% |
| COC(=O)c1ccc(NC(=O)c2cc(Cl)ccc2OC)cc1 | 6.9% | -6.4% | -6.3% | 2.0% | . | -8.5% | 8.7% | -4.9% |
| COc1ccc(N(CC(=O)NC2CCCC2)C(=O)c2csnn2)cc1 | 10.6% | -8.3% | 6.4% | 0.4% | -8.6% | 0.1% | i | 8.2% |
| Cc1ccc(NC(=S)NCc2ccc3[nH]c4c(c3c2)CCCC4)cc1 | . | 2.2% | 15.2% | -1.5% | ? | 17.8µM* | 2.6% | 7.6% |
| O=C1/C(=C/c2cccnc2)SC(=S)N1CC1CCCO1 (stereo not given) | -3.2% | 2.4% | 12.6% | -2.4% | -11.1%[46 µM] | 5.01µM* | i | -7.7% |
| O=S1(=O)C=C(SCc2ccccc2)Nc2ccccc21 | -20.5% | 0.5% | 6.2% | 0.7% | -0.1% | -7.4% | i | 11.6% |
| CCOc1ccc(NC(=O)NCc2cccnc2)cc1 | . | -7.3% | -0.6% | -5.2% | . | -1.2% | -3.8% | -4.8% |
| CC(C)c1onc(C(=O)N2CCC(C(N)=O)CC2)c1[N+](=O)[O-] | . | -0.3% | 3.0% | 0.5% | . | . | 11.7% | 1.4% |
| COc1ccc(NC(=O)Nc2c(C)noc2-c2ccccc2)cc1 | . | 1.6% | 3.4% | 4.2% | 26.6%[46 µM] | -7.9% | 11.5% | 1.3% |
| CC1CCCN(c2ncnc3c2cnn3-c2ccccc2)C1 (stereo not given) | . | -0.6% | -4.4% | -2.4% | . | . | i | -17.7% |
| Cc1cc(NS(=O)(=O)c2ccc(Nc3nc(-c4ccc(O)cc4)cs3)cc2)no1 | 11.9% | -6.0% | 0.7% | 6.1% | -25.0% | ? | -3.8% | 5.8% |
| O=C(Nc1ccc(NC(=O)C2CC2)cn1)c1ccccc1Cl | 25.1µM* | -2.7% | 1.8% | -1.9% | ? | 2.9% | i | -5.1% |
| Cc1sc(N/N=C/c2cccnc2)nc1-c1ccc(Cl)cc1 | -26.0% | 0.8% | 21.4% | -3.5% | -9.3% | -1.7% | -9.3% | -13.3% |
| CCN1CCN(C2=CC3=CC(=C(C#N)C#N)CCC3CC2)CC1 (stereo not given) | -29.6% | -6.7% | 85.6%[activator] | 1.3% | ? | -2.9% | -25.1% | ? |
| Cc1nc(NC(=S)NC(=O)COc2ccccc2Cl)ccc1Br | -13.4% | -6.4% | 2.1% | -4.5% | ? | -9.7% | 1.1% | -0.8% |
| COc1cccc(NC(=O)Cn2nnc(-c3ccccc3N)n2)c1 | 1.2% | -0.7% | 0.1% | 0.0% | ? | -5.4% | -6.6% | -8.4% |
| CN1CCN(S(=O)(=O)c2ccc(NC(=O)C(C)(C)C)cc2)CC1 | 3.8% | -2.9% | -14.7% | -6.1% | 21.7% | 7.0% | -7.0% | 0.6% |
| O=C(N/N=C/c1cccs1)c1cc(-c2ccncc2)nc2ccccc12 | -21.6% | -0.7% | 16.4% | 0.2% | ? | ? | -0.3% | 9.9% |
| O=C(CN1CC[n+]2c(-c3cccs3)csc21)c1ccc(Br)cc1 | -15.2% | -0.1% | 15.2% | -2.1% | ? | 2.1% | 15.3% | 15.1% |
| COC(=O)c1sccc1NC(=O)CSc1nnnn1-c1ccccc1C | -21.4% | 3.5% | -3.0% | 1.7% | ? | 0.562µM* | -3.1% | -3.4% |
| CCCS(=O)(=O)c1nc(S(=O)(=O)c2ccc(C)cc2)c(NCCCN2CCOCC2)s1 | 20.0% | -12.5% | 9.2% | -0.6% | 4.0% | 14.1µM* | -0.9% | 6.6% |
| CCOc1ccccc1-n1c(SCC(=O)NC(C)CC)nnc1-c1ccoc1C (stereo not given) | -2.6% | -0.1% | 4.6% | 1.6% | -4.4% | -5.6% | -5.4% | 7.5% |

Some of the compounds tested (hit frequency here may not be typical).
